# West Nile virus CPE = inhibition of WNV-induced cytopathic effect – cell-based, CPE readout (AID 1621) | West Nile virus-infected cells, CPE inhibition; higher % means a stronger effect | one-dose CPE inhibition, % at 10 µM; IC50 in µM for titrated hits | 290,000 tested, 0.02% active; in the data active means a potency from the dose series; inconclusive means CPE inhibition mostly from about 3.7% at the one dose, without a potency; inactive means the rest, 99 in 100 with CPE inhibition below about 2.2%; further: strong numbers were not always called active
# PMI inhibition = human PMI inhibitors, high substrate, primary screen, biochemical, fluorescence intensity, high mannose 6-phosphate (AID 1220); 190,000 tested, 0.66% active; one-dose inhibition, % at 20 µM; IC50 in µM for titrated hits; recombinant PMI enzyme, coupled fluorescence intensity; higher % means a stronger effect; in the data active means inhibition above about 50%
# Salmonella PhoP GFP = inhibitors of PhoP regulon expression, primary screen, Salmonella Typhimurium, GFP reporter (AID 1863); inhibition, % at 50 µM, or IC50 in µM where a hit was titrated; 300,000 tested, 0.16% active; S. Typhimurium PhoP-regulated promoter GFP reporter, 4 h; higher % means a stronger effect;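 active means inhibition over 29.93%, a cutoff 3 SD above the screen mean, later confirmed by dose response; inconclusive means inhibition over 29.93% but no dose response follow-up; inactive means inhibition at most 29.93% or unconfirmed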;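 further: 0% = low Mg2+ inducing control and 100% = high Mg2+ repressing control; strong numbers were not always called active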
# M17LAP inhibition = P. falciparum M17LAP inhibitors, primary screen, biochemical, fluorogenic H-Leu-NHMec substrate, 1536-well (AID 1619). recombinant M17LAP, H-Leu-NHMec fluorogenic kinetic assay; higher % means a stronger effect. one-dose inhibition, % at 30 µM; IC50 in µM for titrated hits. 220,000 tested, 0.38% active;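 active means compound inhibiting the enzyme by more than half at any dose during confirmatory dose-response retesting; inconclusive means strong single-dose inhibitors picked by rank but not retested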;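 further: plate controls were full reaction with DMSO carrier for no effect and no enzyme background for full effect; strong numbers were not always called active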
# CSM14.1 death rescue = rescue of cells from ER stress-induced death, primary screen, 384-well, CSM14.1, thapsigargin, ATP luminescence (AID 1222) | cellular ATP content (survival), % at 20 µM; hits with a dose series show EC50 in µM | 190,000 tested, under 10 active | CSM14.1 thapsigargin-induced death rescue, ATP luminescence; higher % means a stronger effect;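 active means EC50 below 50 µM in the dose-response confirmation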;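 further: death triggered by thapsigargin at about 15 µM added after 2 h compound pretreatment; cell ATP read after overnight thapsigargin exposure of roughly 18 to 22 hours; normalized against plate controls of thapsigargin alone and 5% DMSO vehicle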
# P. falciparum M1AAP = P. falciparum M1AAP inhibitors, biochemical, fluorogenic H-Leu-NHMec substrate, 1536-well (AID 1445) | recombinant M1AAP, H-Leu-NHMec fluorogenic kinetic assay; higher % means a stronger effect | 220,000 tested, 0.42% active | inhibition, % at 30 µM; hits with a dose series show IC50 in µM;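 active means primary inhibition above the hit cutoff, then over 50% inhibition at one or more dose response concentrations, cut at about 23% in these data, passing the limit was not always enough; inconclusive means conflicting primary data, or primary hits not chosen for dose response; inactive means low primary inhibition, or under 50% at every dose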;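 further: plate controls were DMSO full reaction for no effect and no enzyme background for full effect; strong numbers were not always called active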
# Yfh1-off respiration = enhancers of respiration in Yfh1-depleted yeast, dose response, Friedreich's ataxia, plus single-dose screen (AID 1465). S. cerevisiae Yfh1-off respiration, WST-1 reduction, 72 h; higher fold induction means a stronger effect. fold induction at 50 µM, or EC50 in µM where a hit was titrated. 220,000 tested, 0.074% active;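 active means fold induction of absorbance versus untreated yeast above a set limit, then at least 30% activation at any dose in follow-up; inconclusive means repeats straddling the limit, or above it without dose testing; inactive means fold induction below the set limit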;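 further: activators that raise dye reduction in frataxin-depleted yeast; strong numbers were not always called active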
# XIAP antagonists = XIAP antagonists, biochemical, IAP family, fluorescence polarization (AID 1018); XIAP BIR domain, fluorescence polarization peptide displacement; higher % means a stronger effect; 200,000 tested, 0.007% active; displacement, % at 20 µM; hits with a dose series show IC50 in µM; in the data active means displacement above about 50%; further: a part of the inactive calls stands beside numbers as strong as those of hits
# SIAH1 antagonists = blockers of Siah-1 interaction with plectin peptide – biochemical, fluorescence polarization, rhodamine-plectin, uHTS, primary screen (AID 1817) | Siah-1 / rhodamine-plectin peptide fluorescence polarization; higher % means a stronger effect | 290,000 tested, 0.02% active | displacement, % at 20 µM, or IC50 in µM where a hit was titrated;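 active means displacement of at least 50% at 20 µM, with a fluorescence ratio check between 0.3 and a set limit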;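 further: plate controls were Siah plus tracer with DMSO for no effect and tracer alone without Siah for full effect; strong numbers were not always called active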
# * marks the source's active call; other numbers are inactive results; i = inactive; ? = inconclusive; · = no result given. The order is random; about 1.6% have a hit in one of these screens.
SMILES,West Nile virus CPE,PMI inhibition,Salmonella PhoP GFP,M17LAP inhibition,CSM14.1 death rescue,P. falciparum M1AAP,Yfh1-off respiration,XIAP antagonists,SIAH1 antagonists
CCn1cc(Cl)c(C(=O)N2N=C(c3ccc4ccccc4c3)CC2c2ccccc2O)n1 (stereo unspecified),0.4%,13%,2%,4%,0.3%,4%,i,2.5%,-4%
Fc1ccc2nc(C3CCCCN3Cc3nc(CC4CC4)no3)[nH]c2c1 (stereo unspecified),-1.1%,54%*,-7%,0%,0.9%,1%,i,-2.3%,-4%
COc1ccc(NC(=O)CC#N)cc1OC,0.3%,9%,-4%,3%,0.0%,3%,i,-4.2%,6%
COc1ccc(C(=O)CSc2nnc(CNc3nc(-c4ccccc4)cs3)n2C)cc1,-0.2%,13%,-5%,4%,1.0%,4%,i,-3.7%,-1%
CCCCCCNc1nc(Cl)nc(NC(C)(C)CO)n1,-0.6%,·,-1%,0%,·,-4%,i,·,-7%
O=C(O)C1CC=CCC1C(=O)NNS(=O)(=O)c1ccccc1 (stereo unspecified),0.4%,-1%,1%,-1%,-1.8%,2%,i,-11%,-6%
Cc1cccc(C(=O)N[C@H](C(=O)Nc2nc(C)cs2)C(C)C)c1,-1.0%,10%,-4%,-3%,-1.6%,2%,i,-6.1%,-3%
OCCN1CCN(c2ncnc3c2c(-c2ccccc2)cn3-c2ccc(Br)cc2)CC1,?,6%,3%,-21%,-4.3%,-1%,i,-2.9%,-6%
COC(=O)c1cc(C)sc1NC(=O)C1CC=CCC1C(=O)O (stereo unspecified),-0.3%,-9%,3%,36%,-0.3%,2%,i,-7.9%,2%
Cc1ccc(C)n1-n1c(C)nc2scc(-c3ccccc3)c2c1=O,2.0%,9%,-7%,5%,0.4%,6%,i,-6.6%,2%
CN1C(=O)/C(=C/C=C2\SCCN2C)N(C)C1=S,1.9%,24%,-4%,1%,5.7%,11%,i,-10%,-5%
COc1ccccc1NC(=S)N1CCCc2ccccc21,0.5%,14%,-5%,-5%,·,0%,i,-2.8%,-1%
Cc1ccc(-n2ncc3c(N4CCC(C(N)=O)CC4)ncnc32)c(C)c1,-0.3%,-2%,7%,8%,-0.7%,-3%,i,-2.7%,4%
COC(=O)c1cccc(-n2c(C)cc(C=O)c2C)c1,-0.4%,2%,13%,-4%,-3.7%,-2%,i,-5.1%,4%
O=C(CSc1ncccn1)N1CCC(Cc2ccccc2)CC1,-0.5%,3%,4%,1%,0.6%,1%,i,-3.9%,4%
COc1ccc(N2C(=O)C(CC(=O)Nc3ccc(F)cc3)N(CCc3ccc(OC)c(OC)c3)C2=O)cc1 (stereo unspecified),-0.8%,0%,5%,0%,0.4%,-6%,i,-3.7%,4%
C=CCc1ccc(OCCCCNC2CCCC2)c(OC)c1,0.1%,-6%,2%,-2%,-1.1%,-1%,i,-1.9%,1%
Cc1csc2c(N3CCN(C(=O)NC(C)(C)C)CC3)ncnc12,-0.4%,·,-2%,2%,·,4%,i,·,12%
COc1ccc2c3c(cccc13)OCC2=O,-0.5%,27%,-11%,-2%,-1.1%,4%,i,-1.2%,-2%
O=C(NCC1CCCO1)c1ccc(C(=O)NCC2CCCO2)cc1 (stereo unspecified),0.6%,9%,3%,-7%,-0.1%,2%,i,-1.3%,2%
COc1ccc(NS(=O)(=O)c2ccc3oc(Nc4ccc5c(c4)OCCO5)nc3c2)cc1,0.8%,11%,-11%,3%,·,1%,i,-0.6%,1%
COc1ccc(O)c(C(=O)C2c3ccccc3C(=O)N2c2ccc(C)cc2)c1 (stereo unspecified),0.0%,·,-3%,12%,·,7%,i,·,8%
Cc1ccc(C(=O)Nc2ccc(N3CCN(C)CC3)nc2)cc1,0.2%,-2%,-2%,20%,·,2%,i,-6.4%,-3%
N#C/C(C(=O)NCc1ccccc1)=C1/N=C(NC(=O)c2cccs2)c2ccccc21,-0.5%,6%,-10%,6%,-0.4%,1%,i,-6.8%,8%
O=C(NCCC1=CCCCC1)C1CCN(c2nc3ccccc3o2)CC1,-0.7%,6%,3%,-4%,-0.1%,3%,i,-11%,-1%
CC(=O)c1ccc(Nc2nc(C)nc3c2oc2ccccc23)cc1,·,-8%,·,·,-1.2%,·,·,-3.6%,4%
CC12CCC(C(=O)O)(c3nc4cc([N+](=O)[O-])ccc4nc31)C2(C)C (stereo unspecified),0.1%,·,-10%,10%,·,8%,i,·,11%
O=c1c2c3c(sc2nc(N2CCNCC2)n1CCc1ccccc1)CCCCC3,-0.9%,·,0%,14%,·,2%,i,·,-2%
CCCc1cc(C(=O)Cc2ccc(F)cc2)c(O)cc1O,0.7%,12%,-12%,4%,·,8%,i,-6.8%,-4%
CCOC(=O)c1oc2nc(CC(C)C)c3c(c2c1N)CCC3,?,-4%,1%,17%,-0.1%,15%,i,-0.4%,4%
COC(=O)c1ccccc1NC(=O)c1c(O)c2c([nH]c1=O)CCCC2,1.1%,-9%,-7%,7%,-2.2%,3%,i,-6.8%,3%
Cc1cc(Oc2ccc(Cl)cc2)nc(SCC(=O)c2ccccc2)n1,-1.6%,-3%,0%,-4%,-1.9%,0%,i,-4.4%,0%
Cc1ccc(S(=O)(=O)N2CCCCC2)cc1C(=O)OCC(=O)NC(=O)NC12CC3CC(CC(C3)C1)C2,0.0%,-2%,4%,6%,1.5%,3%,i,0.8%,-2%
COc1ccc(-c2csc(NC(=O)c3ccc(S(C)(=O)=O)cc3)n2)cc1,-1.3%,6%,0%,-9%,-1.1%,-6%,i,18%,0%
Cc1cc(C(=O)CSc2nc(N)cc(=O)[nH]2)c(C)n1Cc1ccco1,-0.6%,·,6%,-5%,·,4%,i,·,17%
Cc1csc(SCC(=O)Nc2sccc2C(N)=O)n1,-1.0%,4%,-5%,0%,-1.8%,6%,i,-6.5%,-2%
CC(=O)Nc1nnc(CSCc2ccccc2F)s1,-0.3%,·,-6%,1%,·,-1%,i,·,1%
COc1ccc(S(=O)(=O)Nc2ccccc2OC)cc1C,-0.7%,5%,9%,1%,-2.6%,-5%,i,-6.3%,2%
CC(C)Oc1nc(-c2ccccc2O)nc2ccccc12,-0.3%,6%,-5%,2%,-3.1%,1%,i,-2.2%,10%
CCn1c(C)cc(/C=C2\SC(=O)N(CC(=O)Nc3ccc(C)c(C)c3)C2=O)c1C,0.5%,12%,-5%,52%,1.3%,2%,i,1.5%,2%
Cc1csc(NC(=O)c2cc(C)nc3ccccc23)n1,-0.7%,3%,11%,7%,-1.2%,0%,i,-6.1%,0%
O=C(/C=C/c1ccccc1)Nc1ccc(C(=O)N2CCCCC2)cc1,-0.5%,10%,-3%,2%,0.5%,6%,i,-18%,-2%
O=C(Nc1ccc2c(c1)OCO2)Nc1ccc(Cl)cc1Cl,-0.9%,7%,-1%,-3%,-0.3%,-1%,i,-14%,0%
O=C(CSCc1ccccc1Cl)NCCSc1ccccn1,-0.1%,12%,-4%,2%,-0.5%,11%,i,-4.9%,4%
CC(C)(C)OC(=O)N1CCC[C@H]1C(=O)N/N=C/c1ccc2nccnc2c1,0.2%,·,-8%,6%,·,8%,i,·,-4%
CCCC(=O)NCCc1cc(OC)c(OC)cc1Br,-0.5%,0%,-7%,11%,-4.8%,0%,i,-3.0%,8%
COCCNC(=O)C(c1cccs1)N(C(=O)Cn1nnc2ccccc21)c1ccccc1 (stereo unspecified),-0.8%,-6%,-2%,-9%,·,4%,i,-2.9%,-1%
CCS(=O)(=O)N1Cc2ccccc2CC1C(=O)Nc1nccs1 (stereo unspecified),0.9%,2%,-2%,14%,-2.3%,5%,i,-2.4%,-2%
COc1cccc2c(=O)n(CC(=O)NCCc3ccccc3)ccc12,-0.1%,·,-4%,-1%,·,-4%,i,·,-4%
CC(C)(C)C(=O)/C=c1\[nH]c(=O)/c(=C\c2ccc(F)cc2)s1,-0.1%,3%,-4%,-4%,-2.1%,13%,i,-5.4%,0%
[2H]c1c([2H])c([2H])c(C(=O)c2sc(N3CCCCCC3)nc2-c2ccccc2)c([2H])c1[2H],·,25%,7%,-4%,0.3%,4%,·,0.7%,3%
Cc1cc2nc(C(C)(C)C)cc(N)n2n1,0.3%,7%,8%,-2%,0.9%,8%,i,-0.4%,3%
CC1(C)CC(=O)C=C(C(=O)N2CCCC(C(=O)c3cccc(Cl)c3)C2)O1 (stereo unspecified),-1.7%,-1%,3%,8%,-0.3%,0%,i,-3.8%,8%
COc1cc(-c2nc(C(F)(F)F)c(OC)o2)cc(OC)c1OC,-1.4%,-7%,11%,-13%,0.2%,0%,i,-22%,-6%
Cn1c(C(=O)N2CCCc3ccccc32)cc2c(=O)n3ccccc3nc21,·,4%,4%,-5%,4.7%,10%,·,-5.9%,-4%
COc1ccc(C(=O)n2nc(C#N)c(C#N)c2N)cc1,0.5%,·,6%,-3%,·,2%,i,·,-2%
Cc1ccc(S(=O)(=O)N2CC3CCC2C3)cc1 (stereo unspecified),-0.1%,6%,3%,7%,-1.2%,9%,i,-2.4%,-1%
O=C1CCN(CCc2ccccc2)CCN1[C@H](CSc1ccc(Br)cc1)c1ccccc1,-0.4%,·,-4%,5%,·,6%,i,·,4%
NC(=O)c1cccn(Cc2ccc(C(F)(F)F)cc2)c1=O,-0.1%,7%,10%,-1%,-1.2%,6%,i,-10%,-4%
Cc1cc(N)ccc1S(C)(=O)=O,0.0%,-5%,7%,9%,-0.3%,0%,i,-3.2%,-5%
# More records follow:
SMILES,West Nile virus CPE,PMI inhibition,Salmonella PhoP GFP,M17LAP inhibition,CSM14.1 death rescue,P. falciparum M1AAP,Yfh1-off respiration,XIAP antagonists,SIAH1 antagonists
CCOc1ccccc1NC(=S)N1CCC(NC(=O)NC23CC4CC(CC(C4)C2)C3)CC1,-0.8%,3%,-8%,-2%,-0.1%,-2%,i,2.0%,0%
Cc1cc(C)n2nc(SCC(=O)NCc3ccco3)nc2n1,·,-7%,22%,4%,0.1%,1%,i,-5.4%,-4%
Cc1ccc(/C=N/NC(=O)CCCOc2ccc(Cl)cc2Cl)cc1[N+](=O)[O-],-0.1%,6%,-18%,-4%,-2.7%,2%,i,-15%,14%
Cc1cc(NC(=O)CSc2nc(C(C)C)nc3c2c(=O)n(C)c(=O)n3C)no1,0.0%,7%,8%,0%,-3.0%,5%,i,-2.3%,0%

# Source: PubChem BioAssay (several laboratories)
